Screens from PubChem BioAssay.
SENP8 block: inhibitors of human SENP8 protease; inhibition, % at 10 µM; AID 2540; Q96LD8; purified SENP8, Z-RLRGG-aminoluciferin cleavage, luminescence; hit rate 1.2% among 330,000
Target sequence (Q96LD8 whole entry, looked up): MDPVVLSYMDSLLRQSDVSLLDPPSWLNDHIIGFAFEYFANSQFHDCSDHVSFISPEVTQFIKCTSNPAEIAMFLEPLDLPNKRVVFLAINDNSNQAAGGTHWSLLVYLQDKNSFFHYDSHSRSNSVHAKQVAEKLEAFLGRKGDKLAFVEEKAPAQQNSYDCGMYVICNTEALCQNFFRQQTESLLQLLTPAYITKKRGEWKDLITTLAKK
CCR6 antagonist: CCR6 (human) receptor antagonism | P51684 | CHO-K1 CCR6 PathHunter beta-arrestin, luminescence, CCL20-stimulated | inhibition, % at 20 µM | hit rate 0.49% among 340,000 | AID 493098;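 active means compounds whose inhibition of the agonist-driven luminescence signal at 20 µM reaches about 50%, limit read from the data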;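 further: cells stimulated with CCL20 at 14 nM final; plate controls were DMSO with CCL20 for no effect and DMSO without agonist for full effect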
Target sequence (P51684 whole entry, looked up): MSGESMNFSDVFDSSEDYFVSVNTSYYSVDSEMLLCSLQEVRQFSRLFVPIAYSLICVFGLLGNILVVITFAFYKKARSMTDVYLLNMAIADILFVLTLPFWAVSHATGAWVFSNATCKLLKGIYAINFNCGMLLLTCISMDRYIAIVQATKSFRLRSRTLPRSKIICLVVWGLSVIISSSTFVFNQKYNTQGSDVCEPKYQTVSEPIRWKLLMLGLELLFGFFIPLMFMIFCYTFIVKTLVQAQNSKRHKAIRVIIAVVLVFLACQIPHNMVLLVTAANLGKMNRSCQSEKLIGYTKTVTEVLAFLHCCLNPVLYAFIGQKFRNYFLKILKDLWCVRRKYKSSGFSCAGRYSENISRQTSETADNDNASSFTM
EBI2 antag: EBI2 (human) antagonism. inhibition, % at 5 µM. EBI2 beta-arrestin recruitment, luminescence, 7a,25-OHC stimulated. P32249. AID 651636. hit rate 0.81% among 360,000; in the data active means inhibition above about 38%;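 further: enzyme fragment complementation signal reports receptor beta-arrestin coupling in cells; 0% = agonist plus DMSO wells and 100% = wells without agonist; some results beyond the cut were filed as inactive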
Target sequence (P32249 whole entry, looked up, the tested form may be a part): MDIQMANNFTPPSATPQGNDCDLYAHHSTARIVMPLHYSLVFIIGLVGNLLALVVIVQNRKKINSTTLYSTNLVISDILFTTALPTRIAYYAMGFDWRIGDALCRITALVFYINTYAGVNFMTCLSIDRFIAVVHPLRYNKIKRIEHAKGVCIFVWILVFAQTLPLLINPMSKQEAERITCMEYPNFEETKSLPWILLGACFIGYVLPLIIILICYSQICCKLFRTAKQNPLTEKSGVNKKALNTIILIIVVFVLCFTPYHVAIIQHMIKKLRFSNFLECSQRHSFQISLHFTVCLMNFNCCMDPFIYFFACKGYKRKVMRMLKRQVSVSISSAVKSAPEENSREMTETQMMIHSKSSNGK
697 NFkB inh: lowers PMA/ionomycin-induced NF-kB signal in 697 B cells. 697 B-cell NF-kB luciferase reporter, 16 h. hit rate 0.33% among 330,000. inhibition, % at 4 µM; in the data active means inhibition above about 35%
Apaf1 inhib: inhibitors of human Apaf-1 apoptosome | reconstituted apoptosome caspase-3 activity, DEVD-Rh110 fluorescence | inhibition, % at 20 µM | hit rate 0.71% among 330,000 | AID 489030; active means inhibition of at least 40% at 20 µM;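 further: plate controls were DMSO wells for no effect and DEVD-CHO caspase inhibitor wells for full effect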
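Material: cell-free apoptosome with Apaf-1, procaspase-3 and caspase-9; Buffer or medium: Hepes pH 7.5 with detergent and BSA; Reagent: cytochrome c trigger plus (Z-DEVD)2-Rh110 caspase-3 substrate; Times: compound with Apaf-1, dATP, procaspase-3 30 min, then 50 min reaction, room temperature; Technique: Rh110 fluorescence intensity.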
Jurkat NFkB inh: lowers PMA/ionomycin-induced NF-kB signal in Jurkat cells; PMA/ionomycin-induced NF-kB luciferase reporter, luminescence; hit rate 0.53% among 330,000; inhibition, % at 4 µM
UBC13 inh: inhibitors of human UBC13 polyubiquitin chain formation | TR-FRET | P61088 | inhibition, % at 20 µM | hit rate 0.47% among 330,000; in the data active means inhibition above about 45%, passing the limit was not always enough
Gli-Sufu block: Gli-Sufu pathway antagonism. Sufu-KO-LIGHT fibroblasts, Gli luciferase reporter luminescence. inhibition, % at 5 µM. hit rate 0.74% among 340,000;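 active means inhibition above about 55%, limit read from the data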;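 further: 0% = DMSO-treated cells and 100% = wells with medium but no cells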
* = called active by the depositor. Unless noted, no stated cut-off is given here; in the data, active means inhibition above about 50%; inactive means the rest. The list is partial; rates above refer to the full screens.

SMILES | SENP8 block | CCR6 antagonist | EBI2 antag | 697 NFkB inh | Apaf1 inhib | Jurkat NFkB inh | UBC13 inh | Gli-Sufu block
CC1CCc2nc3ccc(S(=O)(=O)N4CCC(C(=O)N5CCCCC5)CC4)cc3c(C(=O)O)c2C1 (stereo not given) | -5 | -5 | -8 | 10 | 6 | 7 | -12 | 6
O=C(N/N=C/c1cccnc1)C1CC1(c1ccccc1)c1ccccc1 (stereo not given) | 4 | 8 | 5 | -6 | 1 | -7 | 0 | 2
COc1ccc(C(CNC(=O)C(C)Oc2ccc(Br)cc2)N2CCOCC2)cc1 (stereo not given) | 1 | 3 | 8 | 12 | 25 | 8 | 13 | -9
Cn1cnnc1SCC(=O)Nc1ccc(OCc2ccccc2)cc1 | -4 | -2 | -3 | -15 | -15 | -19 | 10 | -24
Cc1ccc(S(=O)(=O)N2CCCC(C(=O)O)C2)s1 (stereo not given) | 4 | 2 | -6 | -2 | -9 | -9 | 6 | -10
CCc1ccccc1OCC(=O)Nc1nc(-c2cccnc2)cs1 | -2 | 76* | -10 | -16 | 10 | -12 | -15 | -2
Cc1ccc(S(=O)(=O)N2CCOCC2)cc1C(=O)OCc1nnc(-c2ccccc2)o1 | 3 | 15 | 2 | -17 | 5 | -6 | -5 | 4
CSc1ccc(/C=C/C(=O)c2ccc(O)cc2)cc1 | 74* | 8 | 29 | -2 | 5 | 2 | 0 | -22
CNC(=O)N1c2ccccc2CCc2ccccc21 | -3 | 5 | -4 | 8 | 0 | -12 | -5 | -2
C=CCn1c(COc2ccc(F)cc2)nnc1SCC(=O)NC1CCCC1 | -5 | 3 | -10 | -18 | -3 | 9 | 1 | -4
COc1ccc(NS(=O)(=O)c2cc3c4c(c2)CCN4C(=O)CC3)cc1OC | -6 | 4 | -17 | -2 | 1 | 15 | -2 | 18
CCc1nnc(NC(=O)Nc2ccccc2OC)s1 | -5 | 8 | -10 | -32 | 5 | -30 | 4 | -41
c1cn(CCCNc2ncnc3sc4c(c23)CCC4)cn1 | -10 | -19 | -8 | -9 | 4 | 0 | 11 | 3
Cc1ccc2nc(COC(=O)c3cnccn3)cc(=O)n2c1 | 2 | -6 | 2 | 10 | -8 | 1 | 5 | -21
CCOCCCn1c(=S)[nH]c2cc(C(=O)NCc3ccc(F)cc3)ccc2c1=O | -3 | -2 | 16 | -38 | 13 | -5 | -8 | 5
Cc1ccc(NC(=O)CN(C)C(=O)COC(=O)c2nc3nccc(C)n3n2)cc1 | -14 | 3 | 3 | 11 | -5 | -2 | -3 | 9
COC(=O)c1ccc(Cn2nc(C)c([N+](=O)[O-])c2C)o1 | -16 | 5 | -13 | 4 | 10 | 0 | 1 | 0
CC(=O)N1c2ccc(S(=O)(=O)NCCC(=O)NCc3ccc(Cl)cc3)cc2CC1C (stereo not given) | 5 | 12 | 5 | 0 | -1 | 6 | 3 | 6
Cc1cccc(C)c1NC(=O)CN1C(=O)CCSc2ccc(S(=O)(=O)N3CCCC3)cc21 | 7 | 0 | -7 | 16 | -3 | 9 | -1 | 4
O=C(c1ccc2c(c1)OCO2)N1CCN(c2ccc(F)cc2)CC1 | -3 | -2 | -2 | 9 | 11 | -9 | -5 | -1
CCn1nc(C(=O)OCC(=O)Nc2ncc(Cl)c(C)c2Cl)c2ccccc2c1=O | -2 | -2 | -4 | 0 | 2 | 1 | 9 | -17
O=C(COC(=O)Cn1cc(C(F)(F)F)ccc1=O)NCc1ccccc1 | 1 | 0 | -1 | -13 | 5 | -9 | 1 | -11
COCCn1nnnc1C(c1cccs1)N1CCCC(C)C1 (stereo not given) | -4 | 2 | 3 | -6 | 4 | 12 | 0 | 15
Cc1ccc(CNC(=O)C2CSC3(C)CCC(=O)N23)cc1 (stereo not given) | 2 | -2 | 6 | 4 | 3 | -14 | 0 | 2
O=C1Nc2ccccc2C1C(C[N+](=O)[O-])c1ccccc1 (stereo not given) | -8 | 13 | -7 | 2 | 2 | 9 | -12 | 7

Structures listed so far marked active in CCR6 antagonist.
| SMILES | CCR6 antagonist | EBI2 antag | 697 NFkB inh | Jurkat NFkB inh | UBC13 inh |
| --- | --- | --- | --- | --- | --- |
| CCc1ccccc1OCC(=O)Nc1nc(-c2cccnc2)cs1 | 76* | -10 | -16 | -12 | -15 |

3 entries drawn at random from the list so far:
SMILES | SENP8 block | CCR6 antagonist | EBI2 antag | 697 NFkB inh | Apaf1 inhib | Jurkat NFkB inh | UBC13 inh | Gli-Sufu block
O=C(N/N=C/c1cccnc1)C1CC1(c1ccccc1)c1ccccc1 (stereo not given) | 4 | 8 | 5 | -6 | 1 | -7 | 0 | 2
Cc1cccc(C)c1NC(=O)CN1C(=O)CCSc2ccc(S(=O)(=O)N3CCCC3)cc21 | 7 | 0 | -7 | 16 | -3 | 9 | -1 | 4
CCc1ccccc1OCC(=O)Nc1nc(-c2cccnc2)cs1 | -2 | 76* | -10 | -16 | 10 | -12 | -15 | -2

Further entries follow.
SMILES | SENP8 block | CCR6 antagonist | EBI2 antag | 697 NFkB inh | Apaf1 inhib | Jurkat NFkB inh | UBC13 inh | Gli-Sufu block
Cc1cc(OCc2cc(C(=O)N(Cc3nccn3C)C(C)C)no2)cc(C)c1Cl | 8 | 14 | 2 | -87 | 22 | -10 | -5 | -8
CN(Cc1cccs1)C(=O)c1ccc(S(=O)(=O)NCc2ccco2)cc1 | 1 | 3 | 8 | -5 | -2 | 0 | 11 | 13
Cc1ccc(C(=O)N/N=C\C2CC=CCC2)cc1[N+](=O)[O-] (stereo not given) | -8 | -10 | -31 | 3 | -31 | -18 | -4 | 3
O=C(Oc1ccc(C(=S)N2CCC(O)CC2)cc1)c1ccc(Cl)cc1 | -12 | 3 | -14 | 14 | -4 | 8 | 6 | 12
Cc1cc(C(=O)N/N=C/c2cccnc2)c(C)o1 | 1 | -2 | -16 | 13 | 3 | 0 | 0 | -2
Cc1ccccc1NC(=O)COC(=O)CCC(=O)c1cccs1 | 3 | 1 | -2 | 17 | -5 | -12 | -1 | -2
Cc1cccc(NC(=S)Nc2ccc(N3CCOCC3)cc2)c1C | -2 | 22 | -3 | 19 | 3 | -10 | 5 | -8
CCc1nnc(/N=C/c2c(O)n(-c3ccc(Cl)cn3)c(=O)c3ccccc23)s1 | 11 | 16 | -12 | 7 | 4 | -1 | 13 | 0
CCC(C)NC(=O)c1nn(C)c(=O)c2ccccc12 (stereo not given) | -2 | -6 | -11 | 14 | 12 | 2 | -1 | 4
CCOCCCNC(=S)N(CCN(CC)CC)Cc1cc2cc3c(cc2[nH]c1=O)OCCO3 | -1 | 1 | -10 | -6 | -10 | 2 | 0 | 11
O=c1[nH]n2c(-c3ccccc3)nc(O)c2c2ccccc12 | -18 | 2 | -7 | 11 | -8 | 12 | 11 | -3
COc1ccc(COC(=O)CCS(=O)(=O)c2ccc(C)cc2)cc1 | -7 | 8 | 1 | 11 | 0 | -4 | 7 | 0
COC(=O)CSc1nc2ncc(Cl)cc2[nH]1 | -8 | -3 | -5 | 24 | 8 | -11 | -4 | -1
CSc1nc(N)nc2c1ncn2CC(=O)N1CCN(c2ccccn2)CC1 | -20 | -9 | -6 | -4 | 3 | -5 | -3 | 10
Cc1nc(Cl)c(C#N)cc1-c1ccccc1 | 6 | 6 | -4 | -13 | -1 | -8 | -4 | -3
O=C(CO/N=C\c1ccccc1)Nc1ccccc1C(=O)N1CCOCC1 | -5 | 19 | -2 | -6 | 2 | 6 | 8 | 2
COc1cccc(NC(=O)Cn2nnc(C(=O)Nc3ccccc3)c2N)c1 | 3 | -7 | 4 | 12 | -6 | 2 | 6 | -3
NC(=O)C1CCCN(C(=O)CCC(=O)c2cccs2)C1 (stereo not given) | 0 | 5 | 7 | 7 | -4 | -6 | 5 | -2
Cc1cc(C(=O)Nc2sc3c(c2C#N)CCC3)no1 | 0 | -14 | 4 | -99 | -4 | -14 | 0 | -32
CCOC(=O)c1ccccc1NC(=O)COC(=O)CSC(C)C(=O)Nc1cc(C)on1 (stereo not given) | 1 | 7 | -2 | 2 | 11 | 6 | 2 | -4
Cc1nn(C(C)C(=O)c2cccc(Cl)c2)c(C)c1[N+](=O)[O-] (stereo not given) | 0 | 4 | 1 | 6 | -4 | -6 | 5 | 6
CCc1nnc(SCC(=O)Nc2ccc(C(C)=O)cc2)nc1CC | 3 | 13 | -6 | -6 | 6 | -6 | 2 | -13
O=C(NCc1ccccc1)c1onc(CSc2ccc(Cl)cc2)c1C(=O)NCC1CC1 | 8 | 12 | 1 | 21 | -3 | 16 | 18 | -3
CCOC(=O)C1=C(CN2CC(C)CC(C)C2)NC(=O)NC1c1ccc2c(c1)OCO2 (stereo not given) | 2 | 4 | 6 | 9 | 18 | 1 | 4 | -7
S=C(NCc1cccc(Cl)c1)NC1CCCCC1 | -11 | 21 | -5 | -8 | 13 | 0 | -1 | 6

(cont.)
SMILES | SENP8 block | CCR6 antagonist | EBI2 antag | 697 NFkB inh | Apaf1 inhib | Jurkat NFkB inh | UBC13 inh | Gli-Sufu block
CCC(c1nnnn1C1CCCC1)N1CCN(C(=O)c2ccco2)CC1 (stereo not given) | 3 | -6 | 2 | -6 | -10 | 4 | -4 | 2
O=C(Oc1coc(CSc2ncccn2)cc1=O)c1cccs1 | -8 | 3 | -13 | -1 | -5 | -8 | 9 | -5
CCC(C)c1ccc(NC(=O)C2CCCN(c3ncccn3)C2)cc1 (stereo not given) | -6 | 18 | 3 | -111 | 17 | 23 | -15 | -8
COc1ccc(NC(=O)c2sccc2OS(=O)(=O)N(C)C)cc1 | -2 | 8 | 3 | 16 | 9 | -14 | 1 | -4
Cc1c(N=Cc2ccncc2)c(=O)n(-c2ccccc2)n1C | -5 | 5 | -10 | -6 | 11 | -7 | -11 | 4
O=C(NCCn1cccn1)c1ccc(OC2CCN(CCc3ccccc3)CC2)cc1 | -7 | 13 | 4 | 7 | -7 | -9 | -4 | -6
O=C(Nc1nccs1)c1cccc(NC(=O)C2CC2)c1 | -4 | 14 | -3 | 6 | -2 | -21 | -2 | -7
CCn1cc(S(=O)(=O)c2ccc(Cl)cc2)c(=O)c2cc(OC)ccc21 | 2 | 15 | 13 | -3 | -11 | 2 | -1 | 5
Cc1ccc(S(=O)(=O)NCC(=O)OC(C(=O)c2ccccc2)c2ccccc2)cc1 (stereo not given) | 0 | -7 | 6 | 24 | 10 | 2 | -2 | 1
COc1ccccc1CN1CC(C(=O)N2CCCCCCC2)CCC1=O (stereo not given) | 7 | 9 | -7 | 9 | 3 | -17 | -2 | -8
NC(=O)Nc1ccc(C(=O)OCC(=O)Nc2ccc([N+](=O)[O-])cc2C(F)(F)F)cc1 | -6 | -13 | 8 | 11 | -4 | -7 | -14 | 3
N#CC1=C(N)Nc2ncnn2C1c1ccc([N+](=O)[O-])cc1 (stereo not given) | -4 | -5 | -3 | 0 | -6 | -3 | -5 | -5
Cc1ccccc1Nc1nnc(SCC(=O)Nc2ncc(C(F)(F)F)cc2Cl)s1 | -4 | -2 | -14 | -15 | -10 | -8 | -6 | -7
CCOc1ccccc1Oc1cn[nH]c1-c1ccc(OCC(=O)NN)cc1O | -12 | -4 | 6 | -7 | 12 | -3 | 3 | 10
Cc1cc(C)c2[nH]c(C(=O)N3CCC(n4nccc4NC(=O)C4CC4)CC3)c(C)c2c1 | 2 | 2 | 13 | 6 | -7 | 12 | 1 | -6
CCn1c(SCC(=O)O)nnc1-c1ccc(S(=O)(=O)N2CCCC2)cc1 | 5 | 12 | -14 | 9 | 8 | 7 | 5 | 5
c1ccc(-n2cc(CN3CCCC(CN4CCCC4)C3)c(-c3ccc4c(c3)OCO4)n2)cc1 (stereo not given) | 2 | 2 | -8 | 0 | 12 | -8 | 14 | 27
O=C(Oc1cccc(Nc2ncnc3ccccc23)c1)c1cccnc1 | -4 | 5 | -15 | -22 | -12 | 0 | 0 | -12
CC(C)c1ccc(NC(=O)C2C3C=CC4(CN(CCCN5CCOCC5)C(=O)C24)O3)cc1 (stereo not given) | -2 | 2 | -1 | 8 | 8 | 10 | 1 | 0
COc1ccc(CCNCC(=O)Nc2ccccc2C(F)(F)F)cc1 | -8 | 14 | 4 | -6 | 5 | -7 | 0 | 1
COc1ccc(CC(NC(C)=O)C(=O)NC2CCN(C(=O)c3ccncc3)CC2)cc1OC (stereo not given) | 6 | -8 | 12 | 15 | -1 | -8 | -7 | 5
OCCC1CN(CCCc2ccccc2)CCN1Cc1ccccc1 (stereo not given) | -6 | 17 | 9 | 2 | -1 | 7 | -8 | 3
